S2 tox: reduces viability in counter-screen for ATXN expression inhibitors; Potency, µM (titrated, usually from 56.7 µM), most hits filed as cytotoxic; actives 0.49% (n = 400,000); S2 cells (HEK-293 line with an ATXN2-luciferase reporter) viability, CellTiter-Fluor protease fluorescence, 24 h; further: potency means the concentration at half of the fitted maximal effect; nearly all actives have a fitted effect of over 40% in size
IL-1B inflam inh: inflammasome signaling inhibition, IL-1 beta readout; THP-1 LPS/ATP IL-1B secretion, AlphaLISA, 16 h; stronger effect = lower value; activity change, % at 57.5 µM; actives 4.7% (n = 360,000); in the data active means activity change below about -50%; inconclusive means mostly about -30% to -49%; further: on the % scale 0 is the no-effect control and ±100 the full control effect
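THP-1 cells pretreated 1 hr with compounds (up to 57.5 uM final), then stimulated with LPS (250 ng/mL final) plus ATP (1.25 mM final); secreted IL-1B measured by AlphaLISA after 16 hr, decreased signal indicating inhibition.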
ATXN2 expr inh: reduces ATXN2 reporter expression in HEK-293 cells | actives 0.72% (n = 360,000) | Potency, µM (top dose mostly 57 µM), inactives show at the highest dose activity change, negative = inhibition, hits mostly inhibitors | AID 1745845 | HEK-293 ATXN2-luciferase reporter, luminescence, 24 h; further: potency means the concentration at half of the fitted maximal effect; on the % scale 0 is the no-effect control and ±100 the full control effect; nearly all actives have a fitted effect of over 55% in size
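ATXN2-luciferase reporter cells (luciferase flanked by upstream and downstream ATXN2 gene portions) were treated 24 h at 37 °C with compounds at up to 57 uM. SteadyGlo luminescence gave expression; GF-AFC fluorescence gave viability.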
A549 viability: counter-screen for Nrf2 inhibitors: cytotoxicity in A549 cells; A549 ARE-Fluc cells, CellTiter-Fluor viability, 18-24 h; Potency, µM (highest dose often 46 µM), for the others: top-dose activity change, negative = cytotoxicity, actives largely listed as inhibitors; actives 0.16% (n = 390,000); further: potency means the concentration at half of the fitted maximal effect; on the % scale 0 is the no-effect control and ±100 the full control effect
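Cytotoxicity counterscreen: CellTiter-Fluor fluorescence was measured in A549 ARE_Fluc cells after 18-24 h of compound exposure in a concentration series. The subsequent BugLite luminescent read reports ARE-luciferase activity.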
TGFb inhibitor: blocks TGF-b signaling. HepG2 CAGA-GFP TGF-b/SMAD3 reporter, GFP fluorescence, 18 h; TGF-beta stimulated, 500 pg/mL final. Potency, µM (top dose mostly 46.1 µM), inactives show top-dose activity, negative = inhibition, hits mostly inhibitors. actives 1.2% (n = 410,000). AID 588855; further: potency means the concentration at half of the fitted maximal effect; on the % scale 0 is the no-effect control and ±100 the full control effect; nearly all actives have a fitted effect of over 65% in size
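Using HEPG2 CAGA-GFP reporter cells at 1000 cells/well, we pinned test compounds, stimulated with recombinant TGF-beta (500 pg/mL final) and measured total well GFP after 18 h.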
Nrf2 ARE act: Nrf2 pathway activation | AID 624171 | AREc32 ARE-luciferase reporter (MCF7-derived line), luminescence, 24 h | actives 0.31% (n = 410,000) | Potency, µM (series often up to 46.1 µM), inactives show at the top dose activation, most hits filed as activators; further: potency means the concentration at half of the fitted maximal effect; % of control where 0% means no effect; nearly all actives have a fitted effect of over 65% in size
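Quantitative high-throughput format: AREc32 reporter cells, 1000 per well, received compound by pin transfer and were incubated 24 hr at 37 deg C, 5% CO2, before Steady-Glo luminescence detection.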
MCF10A rerep: induces DNA re-replication in MCF 10a normal breast cells; MCF 10A DNA re-replication, Hoechst nuclear intensity, 48 h; actives 2.9% (n = 350,000); Potency, µM (series often up to 46.1 µM), for inactives: top-dose activity, positive = re-replication, most hits filed as activators; AID 624296; further: potency means the concentration at half of the fitted maximal effect; % of control where 0% means no effect; nearly all actives have a fitted effect of over 50% in size
Nrf2 block: blocks Nrf2 signaling; A549 ARE-Fluc reporter, luciferase luminescence, 18-24 h; Potency, µM (titrated, usually from 46 µM), without a hit: at the top dose activity change, negative = inhibition, most hits filed as inhibitors; actives 2.1% (n = 360,000); AID 504444; further: potency means the concentration at half of the fitted maximal effect; on the % scale 0 is the no-effect control and ±100 the full control effect; nearly all actives have a fitted effect of over 60% in size
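Quantitative HTS in A549 cells stably bearing an antioxidant response element-firefly luciferase construct. Inhibition of Nrf2-driven transcription was scored by luminescence after 18-24 h of compound exposure at 37 °C.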
HepG2 viability: kills HepG2 cells in TGF-b inhibitor counter-screen; Potency, µM (series often up to 46.1 µM), without a hit: at the top dose activity change, negative = cytotoxicity, most hits filed as cytotoxic; HepG2 CAGA-GFP viability, ATP luminescence, 18 h; AID 588856; actives 0.76% (n = 410,000); further: potency means the concentration at half of the fitted maximal effect; some results filed as inactive show a strong effect at the top dose
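HepG2 CAGA-GFP cells (1000/well, DMEM with 1% FBS) received compound, then TGF-beta at 500 pg/mL final, and were incubated 18 hours at 37 degrees C. Viability was read by CellTiter-Glo luminescence. Media-only wells were set as complete cell-killing and DMSO as no toxicity.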
* = called active by the depositor; i = inactive; u = inconclusive; x = not tested or not shown; [ ] = dose if it differs, or a comment. Unless noted, the call rests on the fitted dose curve; in most records, active means well fitted curve in the direction sought with a large enough effect; inconclusive means small, poorly fitted or top-dose-only effect, or another doubt; inactive means no such curve, though single readings can be large; an effect the other way counts as inactive or inconclusive.

cpd | Compound | ATXN2 expr inh | IL-1B inflam inh | A549 viability | MCF10A rerep | Nrf2 block | HepG2 viability | S2 tox | TGFb inhibitor | Nrf2 ARE act
1 | COc1ccc(N2CCN(Cc3cc(=O)oc4cc5c(cc34)CCCC5)CC2)cc1 | -16% | 0 | 0% | -2% | 15% | 2% | i | -4% | 0.2%
2 | CC1CCc2sc(C(=O)NN=C3CCC(c4ccccc4)CC3)cc2C1 (stereo not given) | x | -1 | 3% | 9% | -15% | -2% | i | 3% | 0.8%
3 | CCOC(=O)N1CCN(C(=O)c2cc(S(=O)(=O)N3CCc4ccccc43)ccc2OC)CC1 | 3% | 10 | 3% | -1% | -1% | 0% | i | -19% | 1.7%
4 | CC1CCC(N2CC(=O)N(C3CCCCC3)C(c3ccc(Cl)cc3)C2=O)CC1 (stereo not given) | x | x | -8% | x | x | -14% | x | 1% | -1.1%
5 | CCN(CC(=O)Nc1ccccc1-c1ccccc1)Cc1nc2ccccc2c(=O)[nH]1 | -24%[11.3 µM] | 46 | -11% | 6.5µM* | -5% | -18% | i | -27% | -0.1%
6 | Cc1cc(-c2nnc3n2N=C(c2ccccc2Br)CS3)n[nH]1 | 15% | x | -3% | u | -22% | -15% | i | -16% | 0.1%
7 | COc1ccc(CNC(=O)CC[C@H]2O[C@@H](n3cnc4c(NC(=O)c5ccccc5)ncnc43)[C@H](O)[C@@H]2O)cc1 | 8% | 3 | x | x | x | -25% | i | -1% | -0.8%
8 | O=C(c1ccc(N2CCOCC2)cc1)N1CCCC(Nc2ccccc2)C1 (stereo not given) | 1% | 11 | 2% | 10% | -5% | 0% | i | 9% | -0.4%
9 | O=C(O)c1ccc(CN2C[C@@H](CO)O[C@@H](n3cnc4c(N5CCOCC5)ncnc43)C2)cc1 | 13% | 10 | x | x | x | -13% | i | 20% | -0.9%[9.22 µM]
10 | OC(CNCC1CCCCC1)COc1ccccc1 (stereo not given) | -9% | -12 | 1% | -3% | 3% | 23% | i | 17% | 0.3%
11 | O=C1N[C@@H](Cc2ccccc2)C(=O)N2[C@@H]3N(S(=O)(=O)c4ccc(F)cc4)c4ccccc4[C@]3(Br)C[C@@H]12 | -11% | -3 | u | 3% | u | -15% | i | -4% | 3.5%
12 | COCCNc1nnc(SCC(=O)Nc2cc(C)on2)s1 | x | -4 | 8% | u | 2% | 21% | x | 7% | 0.0%
13 | CC(C)c1ccc(NC(=O)Cn2nnc(C(=O)NCc3ccco3)c2N)cc1 | 0% | 0 | -2% | -4% | 11% | -7% | i | -5% | 3.2%
14 | COC(=O)[C@]1(C)N[C@H](CN(C)C(=O)C2CCCCC2)[C@@H]2C(=O)N(Cc3ccccc3)C(=O)[C@@H]21 | 6% | 13 | -6% | 0% | 4% | 6% | i | 4% | -0.9%
15 | CS(=O)(=O)c1ccc(Cl)c(NC(=O)C2CC(=O)N(c3ccc4c(c3)OCCO4)C2)c1 (stereo not given) | -4% | i | -4% | 2% | u | -5% | i | -23% | 0.5%
16 | Nc1ncnc2c1ncn2[C@@H]1O[C@H](C(=O)NS(=O)(=O)c2cccc(F)c2)[C@@H](O)[C@H]1O | 10% | 9 | x | x | x | 4% | i | -1% | -0.1%
17 | COc1cc(OC)c(NC(=O)CN(C)S(=O)(=O)c2ccc(-c3ccc(=O)[nH]n3)s2)cc1Cl | x | -24 | 6% | -1% | u | -8% | i | -15% | 2.8%
18 | O=S(=O)(CCN1CCOCC1)c1ccccc1 | 1% | -6 | 1% | -1% | -4% | 0% | i | 0% | 4.4%
19 | C/C(=N\Nc1cccc(C(=O)O)c1)c1ccc2c(c1)Nc1ccccc1S2 | 8% | -3 | 0% | 9% | u | 12% | i | 3% | 3.0%
20 | N#Cc1cc2c([nH]c1=S)CCCC2 | 4% | 29 | -2% | -42%[inhibitor] | -9% | -1% | i | -3% | -0.6%
21 | CC(NC(=O)/C(=C/c1ccc(OC(F)F)cc1)c1ccccc1)c1ccccc1 (stereo not given) | -11% | -18 | 0% | u | -23% | -30% | i | u | 5.5%
22 | Cc1c(NC(=O)CSc2nnnn2C)c(=O)n(-c2ccccc2)n1C | -6% | 14 | -12% | -5% | 22% | 18% | i | -6% | -0.2%
23 | CC(C)N1C(=O)S/C(=C/c2ccc3c(c2)n(C)c(=O)n3C)C1=O | 52%[activator] | -28 | x | u | u | -15% | i | -6% | 3.8%
24 | O=C(c1ccccn1)N1CCCC(N2CCN(c3cccc(C(F)(F)F)c3)CC2)C1 (stereo not given) | -7% | 7 | 4% | 15% | 10% | -9% | i | -10% | -0.3%
25 | N#C/C(=C\c1ccccc1O)C(=O)Nc1cccnc1 | 58%[activator] | 4 | -3% | 1% | 1% | 18% | i | 0% | -0.5%

Pulled by structure from the list above:
cpd | Compound | ATXN2 expr inh | IL-1B inflam inh | A549 viability | MCF10A rerep | Nrf2 block | HepG2 viability | S2 tox | TGFb inhibitor | Nrf2 ARE act
6 | Cc1cc(-c2nnc3n2N=C(c2ccccc2Br)CS3)n[nH]1 | 15% | x | -3% | u | -22% | -15% | i | -16% | 0.1%
10 | OC(CNCC1CCCCC1)COc1ccccc1 (stereo not given) | -9% | -12 | 1% | -3% | 3% | 23% | i | 17% | 0.3%
4 | CC1CCC(N2CC(=O)N(C3CCCCC3)C(c3ccc(Cl)cc3)C2=O)CC1 (stereo not given) | x | x | -8% | x | x | -14% | x | 1% | -1.1%
12 | COCCNc1nnc(SCC(=O)Nc2cc(C)on2)s1 | x | -4 | 8% | u | 2% | 21% | x | 7% | 0.0%
5 | CCN(CC(=O)Nc1ccccc1-c1ccccc1)Cc1nc2ccccc2c(=O)[nH]1 | -24%[11.3 µM] | 46 | -11% | 6.5µM* | -5% | -18% | i | -27% | -0.1%
2 | CC1CCc2sc(C(=O)NN=C3CCC(c4ccccc4)CC3)cc2C1 (stereo not given) | x | -1 | 3% | 9% | -15% | -2% | i | 3% | 0.8%

The list goes on.
cpd | Compound | ATXN2 expr inh | IL-1B inflam inh | A549 viability | MCF10A rerep | Nrf2 block | HepG2 viability | S2 tox | TGFb inhibitor | Nrf2 ARE act
26 | Cc1cc(C)c(C#N)c(Nc2ccccc2Cl)n1 | 0% | 18 | -2% | -1% | u | -25% | i | 0% | 0.7%
27 | CC1CC(=O)C2=C(C1)Nc1ccccc1SC2c1ccc(F)cc1 (stereo not given) | x | -12 | -11% | 14% | -20% | 1% | i | 2% | 3.5%
28 | Cc1ccc2c(c1)N(CC(=O)NCc1cccs1)C(=O)C(C)O2 (stereo not given) | 5% | -10 | 13% | 1% | 0% | -30% | i | -3% | 0.7%
29 | CC1=C(C(=O)N2CCOCC2)CC(CC(=O)NCc2cccs2)C(=O)N1Cc1ccc(C(C)(C)C)cc1 (stereo not given) | 3% | 22 | x | x | x | -39% | i | 3% | -0.5%
30 | COc1ccc(C2/C=C\CN(CC3CCCCC3)C(Cc3ccccc3)C(=O)N2Cc2ccc(F)cc2)cc1 (stereo not given) | x | x | -9% | x | 1% | 1% | x | -11% | x
31 | Cc1cccc(-c2cc(=O)c(C(=O)O)cn2-c2ccc(F)cc2F)c1 | -4% | 15 | -13% | 0% | u | -16% | i | -3% | 4.8%
32 | FC(F)(F)c1ccc(-n2cn[nH]c2=S)cc1 | 4% | 12 | -5% | -3% | 1% | 0% | i | 0% | -0.5%
33 | O=C(O)CCSc1ccc([N+](=O)[O-])cc1[N+](=O)[O-] | 1% | -13 | 5% | 27% | 12% | 3% | i | 0% | -0.1%[9.22 µM]
34 | CCOC(=O)C1CCCN(C(=O)Cc2ccc(OC)c(OC)c2)C1 (stereo not given) | 4% | -14 | -3% | 0% | -13% | -37% | i | 10% | 1.0%
35 | COc1ccccc1N1CCN(C(=O)c2cc(C(=O)N3CCN(c4ccccc4OC)CC3)cc([N+](=O)[O-])c2)CC1 | x | 18 | 5% | 0% | -6% | 3% | u | 3% | -0.2%
36 | O=C(c1ccc2c(Cl)c3c(nc2c1)CCCC3)N1CCC(N2CCCCC2)CC1 | -30% | -69* | -2% | 15% | 0% | -47% | u | u | 1.7%
37 | Cc1cccc2nc(Cn3c(=O)n(CCCC(=O)NCc4ccco4)c(=O)c4ccccc43)cc(=O)n12 | 0% | -26 | 5% | 1% | -9% | -7% | i | u | 3.4%
38 | O=C(OCn1nnc2ccccc2c1=O)c1cn(-c2ccccc2)nc1-c1cccnc1 | -12% | -3 | -13% | 2% | -22% | -2% | i | u | 2.2%
39 | CCOc1ccccc1C(=O)NCC(=O)N(C)CC(=O)Nc1ccc(N2CCOCC2)cc1 | x | -1 | x | x | x | -1% | i | -14% | -0.3%
40 | CC(C)Oc1ccc(Oc2ccc(C(F)(F)F)cn2)cc1 | -3% | -24 | -5% | -10% | -18% | -12% | i | 5% | -0.3%
41 | CCOC(=O)c1c(NC(=O)c2cccs2)sc2c1CC(C)(C)OC2 | -11% | u | 9% | u | x | 0.1µM* | i | -22% | 4.7%
42 | COc1cccc(CNC(=O)c2cc3oc4ccccc4c3n2C)c1OC | 5% | -8 | -7% | u | u | -28% | i | 15% | -0.1%
43 | CCn1c(SCC(=O)c2ccc3ccccc3c2)nnc1-c1ccco1 | x | 0 | -7% | 4% | 6% | -14% | x | 1% | 3.1%
44 | COc1ccc(NC(=O)c2oc3ccccc3c2CSC)cn1 | 7% | -28 | 5% | 4% | 1% | -6% | i | -3% | 3.2%
45 | O=C(Cc1ccc(-n2c(=O)c3ccccc3n(Cc3ccccc3Cl)c2=O)cc1)NCC1CCCO1 (stereo not given) | x | -10 | 11% | 29% | -7% | -6% | i | -18% | 0.5%
